# GLD-1 RNA inh: GLD-1/TGE RNA complex disruptors, primary screen, biochemical, fluorescence polarization | Female germline-specific tumor suppressor gld-1 (Caenorhabditis elegans), Q17339 | purified GLD-1 + fluorescein TGE RNA | inhibition, % at 5.96 µM | 320,000 compounds, 0.44% hits | AID 2280, 2010;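 active = percent inhibition above a per-plate cutoff, the plate mean of test compounds plus 3 SD, cut at about 30% in these data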;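 also: 0% = DMSO wells with GLD-1 and probe and 100% = wells lacking GLD-1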
# MCL1-BIM inh: inhibitors of MCL1 binding to BIM-BH3, primary screen, biochemical, fluorescence polarization | GST-MCL1 / FITC-Bim-BH3 fluorescence polarization | inhibition, % at 10.9 µM | 320,000 compounds, 0.68% hits;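 active = inhibition above the mean inhibition of all tested compounds plus 3 SD, set per campaign, cut at about 40% in these data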;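 also: 0% = DMSO wells and 100% = unlabeled Bim-BH3 peptide control; higher means more loss of mP so more displacement of Bim peptide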
# Target sequence (Q07820 whole entry, looked up): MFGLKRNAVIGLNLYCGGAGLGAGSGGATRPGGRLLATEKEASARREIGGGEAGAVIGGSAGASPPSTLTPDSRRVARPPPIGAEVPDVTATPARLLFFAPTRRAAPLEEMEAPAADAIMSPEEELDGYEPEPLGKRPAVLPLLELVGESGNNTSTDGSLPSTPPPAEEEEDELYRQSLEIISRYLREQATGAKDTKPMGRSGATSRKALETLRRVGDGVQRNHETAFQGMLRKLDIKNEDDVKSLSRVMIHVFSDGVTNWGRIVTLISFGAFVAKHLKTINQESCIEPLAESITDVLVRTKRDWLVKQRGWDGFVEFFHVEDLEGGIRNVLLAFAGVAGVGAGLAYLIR
# VLA-4 inh: inhibition in human VLA-4 binding assay, primary screen, VLA-4 allosteric modulator project, MLPCN library, flow cytometry, VLA-4 expressing cells; ligand binding flow cytometry; inhibition, % (about 7 µM as worked out from the volumes in the protocol); 330,000 compounds, 0.2% hits; AID 2557, 2010; in the data active = inhibition above about 50%
# Yeast superoxide: reduction of superoxide in aged yeast, primary screen, HTS. S. cerevisiae aged cells, superoxide DHE fluorescence; stronger effect = lower value. superoxide response (% of plate mean), % at 10 µM. 330,000 compounds, 0.18% hits. AID 2690, 2010;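 active = superoxide response under a set limit, about three screen SD below normal, cut at about 65% in these data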;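 also: yeast aged for seven days with compound at 30 °C before DHE staining; 100% = average MFI of all compound-treated wells on the plate with controls excluded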
# AGP1 TOR yeast: modulators of AGP1-GFP expression in yeast TOR pathway, primary screen, cell-based, multiplex flow cytometry, S. cerevisiae, MLPCN library; 320,000 compounds, 0.02% hits; GFP response vs DMSO, % at 10 µM; 3 h; GFP as percent of DMSO wells;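 active = GFP response relative to DMSO above a set limit, near screen average plus 3 SD, cut at about 150% in these data; inconclusive = fewer than 70 cells counted for the yeast strain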;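 also: median GFP channel fluorescence of the gated AGP1 strain per well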
# CIT2-GFP yeast: modulators of CIT2-GFP expression in yeast, primary screen, S. cerevisiae, GFP fusion, multiplex flow cytometry, MLPCN library; GFP response vs DMSO, % at 10 µM; AID 2029, 2009; S. cerevisiae CIT2-GFP strain, 3 h; 100 means same as DMSO wells; 320,000 compounds, 0.065% hits;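 active = GFP response relative to DMSO above a set limit, near the screen mean plus 3 SD, cut at about 150% in these data; inconclusive = Fewer than 70 cells measured for a yeast strain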;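 also: ratio of well median GFP fluorescence to mean of DMSO wells on the plate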
# MEX-5 binding: MEX-5 zinc finger RNA-binding disruptors – biochemical, C. elegans, fluorescence polarization, MLPCN library, primary screen; Zinc finger protein mex-5 (Caenorhabditis elegans), Q9XUB2; MEX-5/FITC-TCR2 RNA binding; stronger effect = lower value; activity score (negative = inhibition of binding), % at 10 µM; 300,000 compounds, 0.38% hits;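 active = inhibition past about -25% in most replicates, and total fluorescence under double the plate's negative control median, limit read from the data; inconclusive = replicates evenly split on the limit, or fluorescence at least double controls; inactive = too little inhibition in most replicates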;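 also: 0% = DMSO and -100% = 5 µM competing unlabeled TCR2 RNA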
# Target sequence (Q9XUB2 whole entry, looked up): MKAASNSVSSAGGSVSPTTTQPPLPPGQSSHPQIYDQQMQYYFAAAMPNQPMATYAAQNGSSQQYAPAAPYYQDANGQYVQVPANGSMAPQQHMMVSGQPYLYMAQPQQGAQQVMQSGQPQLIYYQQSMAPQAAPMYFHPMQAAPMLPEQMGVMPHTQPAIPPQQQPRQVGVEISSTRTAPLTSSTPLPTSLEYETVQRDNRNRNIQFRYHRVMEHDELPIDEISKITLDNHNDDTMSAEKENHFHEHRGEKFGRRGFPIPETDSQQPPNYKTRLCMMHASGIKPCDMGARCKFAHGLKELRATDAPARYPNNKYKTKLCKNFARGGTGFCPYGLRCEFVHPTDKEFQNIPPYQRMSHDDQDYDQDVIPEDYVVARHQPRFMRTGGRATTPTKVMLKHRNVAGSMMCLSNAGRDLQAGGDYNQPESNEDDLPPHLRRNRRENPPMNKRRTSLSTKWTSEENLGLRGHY
# GRK2 inh: compounds blocking aptamer binding on GRK2 – biochemical, human GRK2, bead flow cytometry, HTS, primary screen; FAM-aptamer displacement from GRK2; inhibition of aptamer binding, % at 10 µM; 330,000 compounds, 0.59% hits;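 active = inhibition of aptamer binding above 40%, roughly 3 SD of noise, on plates passing a quality check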;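 also: median bead fluorescence of bound FAM aptamer so fluorescent compounds give negative values; no value below 0 was filed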
# Bcl-xL primary: inhibitors of human Bcl-xL, primary screen, biochemical, fluorescence polarization, HTS; inhibition, % at 10.9 µM; 320,000 compounds, 0.7% hits; Bcl-2-like protein 1 (Homo sapiens), Q07817; GST-Bcl-xL / FITC-Bim BH3 peptide fluorescence polarization;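 active = inhibition above the mean of all tested compounds plus 3 SD, cutoff set per campaign, cut at about 30% in these data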;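 also: 0% = DMSO wells and 100% = unlabeled Bim-BH3 peptide competitor; inhibitors lower millipolarization by displacing the labeled peptide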
# Target sequence (Q07817 whole entry, looked up): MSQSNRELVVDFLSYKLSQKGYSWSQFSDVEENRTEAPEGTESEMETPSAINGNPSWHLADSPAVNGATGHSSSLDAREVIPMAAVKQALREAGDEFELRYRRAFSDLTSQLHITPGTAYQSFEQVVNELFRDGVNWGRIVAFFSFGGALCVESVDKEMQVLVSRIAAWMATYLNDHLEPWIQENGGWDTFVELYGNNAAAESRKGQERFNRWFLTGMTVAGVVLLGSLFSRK
# The depositor's hits bear a star; i = inactive; ? = inconclusive; . = not tested or not shown.
mol,MEX-5 binding,VLA-4 inh,Yeast superoxide,CIT2-GFP yeast,GLD-1 RNA inh,Bcl-xL primary,GRK2 inh,AGP1 TOR yeast,MCL1-BIM inh
COc1ccc2cc(S(=O)(=O)NCc3cccnc3)ccc2c1,0.1,7.9,102.1,107.0,6.6,-2.5,0.0,100.0,14.4
CC(C)Sc1nnc(SCC(=O)NCCCN2CCCC2=O)s1,.,-9.4,87.8,95.5,3.5,-4.4,2.0,96.6,-4.0
Cc1ccc(C(=O)N2CCN(Cc3ccc4c(c3)OCO4)CC2)cc1[N+](=O)[O-],2.6,17.3,90.9,105.5,5.4,0.7,0.0,108.1,2.0
O=S(=O)(O)c1cccc2c(N=Nc3ccc(O)c4ncccc34)cccc12,-92.3*,2.8,92.8,105.3,7.8,26.9,5.0,101.3,72.1*
Cc1cc(C)n(CCNC(=O)CC2C(=O)NCCN2Cc2ccc(C)o2)n1 (centres undefined),-0.6,1.1,98.5,102.8,5.6,9.9,2.0,103.3,9.6
CCn1nc(C(=O)OCC(=O)c2cc(C)n(Cc3cccs3)c2C)c2ccccc2c1=O,3.3,32.5,104.6,105.1,-6.3,0.1,0.0,103.2,-1.0
N#CC1=C2N=C(N)c3c(sc4c3CCCCC4)N2C2=C(C(=O)CCC2)C1c1ccccc1 (centres undefined),-5.1,14.3,103.3,93.9,14.3,20.8,0.0,99.6,20.5
COc1ccccc1N(C)S(=O)(=O)c1ccc(C(=O)NC2CCCCCC2)cc1,1.2,27.4,109.0,104.6,-3.7,3.0,1.0,111.8,-3.0
O=C(Cc1ccc(Br)cc1)NC1CCCc2ccccc21 (centres undefined),1.3,15.9,92.9,85.0,3.8,-2.0,1.0,96.7,-6.2
C=CCOc1c2ccc(C(=O)NCCc3ccc(C)cc3)cc2nn1C,4.3,-3.6,96.1,85.9,-7.3,4.0,0.0,88.0,1.9
Cc1ccc(CNC(=O)CCC2CCCN(Cc3c(C)nn(C(C)C)c3C)C2)o1 (centres undefined),0.3,1.1,92.3,104.5,2.1,3.0,0.0,101.7,1.3
NC(=O)c1ccc(-c2ccc(Br)cc2)o1,0.5,-6.7,91.1,97.5,-0.6,2.7,0.0,91.6,5.0
CCOC(=O)N1CCN(C(=O)c2ccc(C)c(S(=O)(=O)Nc3cccc(C)c3C)c2)CC1,2.0,1.9,82.2,109.0,3.9,7.3,2.0,112.5,7.0
COC(=O)c1sc(SC)c(S(=O)(=O)C(C)C)c1N/N=C(\C#N)S(=O)(=O)c1ccccn1,1.6,19.4,91.0,101.7,6.2,1.2,11.0,102.9,5.4
CC(C)Cc1nnc(NC(=O)CCNC(=O)c2ccco2)s1,1.0,4.5,111.6,106.8,13.1,1.8,0.0,60.6,-7.8
COc1ccc2c(=O)c3c(=O)n(Cc4ccco4)c(-c4ccco4)nc3oc2c1,.,2.5,109.8,99.3,4.5,22.2,12.0,109.4,25.6
CCOc1ccc(N(CC(=O)N2CCOCC2)S(=O)(=O)c2ccc(F)cc2)cc1,-2.1,14.3,94.5,98.3,7.7,4.3,0.0,99.2,-0.1
O=S(=O)(c1cccc2nsnc12)N1CCCC1,1.4,2.2,104.9,101.3,-15.9,-0.4,0.0,101.5,0.6
Cc1ccnc(NS(=O)(=O)c2ccc(NS(=O)(=O)c3ccccc3)cc2)n1,-0.2,19.9,94.8,99.7,6.7,-0.5,2.0,105.4,5.1
Cn1c(N)c(C(=O)COC(=O)CNC(=O)c2ccccc2F)c(=O)n(C)c1=O,.,7.6,88.0,107.8,-6.6,.,3.0,100.3,.
CC(=O)Nc1nc(-c2ccc(Cl)cc2)nc(C)c1C(C)=O,1.9,39.4,106.1,109.2,3.6,7.3,0.0,103.1,9.3
CN(C)S(=O)(=O)n1cc(/C=C(\NC(=O)c2ccccc2F)C(=O)NCCCN2CCOCC2)c2ccccc21,0.5,8.6,102.2,99.8,1.1,2.7,0.0,102.3,-2.3
CCCCC(CCCC)=N/N=C/c1c(O)n(CC)c2cc(C3=NNC(=O)CC3)ccc12,5.2,-5.1,110.5,91.8,-9.4,-4.8,3.0,92.6,-7.5
CN1CCN(C(=O)/C(=C\c2cccs2)NC(=O)c2ccco2)CC1,-0.6,10.0,67.5,93.1,7.3,-1.1,0.0,90.8,-9.6
COc1ccccc1-c1cn(-c2ccccc2)c(=S)[nH]1,3.5,5.0,102.3,106.6,-6.7,3.4,0.0,98.4,-7.3
COc1ccc(Br)cc1S(=O)(=O)Nc1ccc(Cl)cn1,-2.0,8.3,91.5,104.6,-4.9,6.2,0.0,108.8,5.6
CCOC(=O)c1cn(-c2ccccc2CO)c2c(F)c(F)c(F)cc2c1=O,-2.5,3.1,96.4,97.5,-0.3,10.6,0.0,104.3,15.1
CCOC(=O)c1cnc2ccc(C)cc2c1OCc1cc(F)cc(F)c1,0.4,6.5,100.8,108.1,1.4,8.9,1.0,103.3,9.2
Cc1cc(C)c(NC(=O)CN2CCCCCC2)c(C)c1,1.6,-6.0,89.7,93.1,-2.0,1.1,0.0,92.5,3.9
COc1cc2c(cc1OC)CN(C(=O)c1cccc([N+](=O)[O-])c1)CC2,-3.7,8.4,95.9,102.2,4.3,2.8,0.0,82.8,10.9
O=C(COC(=O)COc1ccc(Nc2ccccc2)cc1)NCc1ccco1,0.1,-9.7,100.6,117.7,-2.8,8.6,0.0,108.2,12.2
CC(C[N+](C)(C)C)OC(=O)C1(c2ccccc2)CCCC1 (centres undefined),0.2,2.9,96.9,99.0,0.3,-12.2,0.0,115.2,-14.8
Nc1nc(Cl)cc(=O)n1Cc1ccc(Cl)cc1,1.9,-9.3,i,97.6,-2.9,5.7,2.0,112.3,4.0
Cc1ccc(N2C(=O)CC2(C#N)c2ccc(OCc3ccccc3)cc2)cc1 (centres undefined),3.2,15.6,74.9,95.0,-6.5,4.6,3.0,103.6,-3.5
CCOc1ccc(C2Oc3nc(SC)nnc3-c3ccccc3N2C(C)=O)cc1OC (centres undefined),-2.8,-6.0,114.0,100.1,2.4,2.6,0.0,102.7,3.4
FC(F)(F)c1cccc(Cc2noc(CN3C[C@@H]4CCC[C@H]3C4)n2)c1,-0.4,5.5,99.8,97.4,-5.3,8.5,0.0,103.1,-1.9
CC(C)(C)OC(=O)CN1C(=O)NC(Cc2c[nH]c3ccccc23)C1=O (centres undefined),1.1,0.8,99.2,103.2,-2.1,-1.0,0.0,100.8,3.5
Cc1cc(C)cc(NC(=O)C(NCC2CCCO2)c2ccccc2)c1 (centres undefined),0.5,6.1,112.6,94.1,-4.7,1.2,1.0,88.2,-3.5
CC(=C/c1ccccc1)/C=N/n1c(-c2ccco2)n[nH]c1=S,0.2,-0.1,97.0,92.0,-0.7,-20.6,0.0,82.1,-8.3
C=CCNC(=O)C1CCN(S(=O)(=O)c2ccccc2)CC1,0.7,-14.4,109.6,?,13.4,-1.6,2.0,?,-1.2
Cc1nn(-c2ccccc2)c(C)c1/C=N/n1c(-c2ccccc2Br)n[nH]c1=S,3.3,-10.0,109.6,91.2,-0.4,-18.9,.,106.3,-10.8
CC1CCCCC1NC(=O)C1CCN(S(=O)(=O)N2CCOCC2)CC1 (centres undefined),1.3,3.0,108.5,89.0,-3.7,-0.1,0.0,92.3,4.2
O=C(COC(=O)C1CCN(c2ccc(C(F)(F)F)cn2)CC1)c1ccc(F)cc1,0.2,-6.4,75.9,83.9,11.9,-2.2,0.0,88.2,-9.1
COc1ccc(CCNC(=O)C2CCC(=O)N(CCc3ccc(OC)cc3)C2)cc1 (centres undefined),0.3,18.9,92.3,97.6,-4.6,6.9,1.0,98.0,5.5
Nc1ccc2c(C(F)(F)F)cc(=O)oc2c1,-1.0,-6.2,101.0,94.1,22.2,22.6,1.0,97.4,19.2
CN(CC(=O)NCc1ccncc1)S(=O)(=O)c1ccc2ccccc2c1,-1.9,-4.4,94.6,102.7,5.7,3.0,0.0,96.3,4.3
CC(C)(C)c1ccc(C(=O)Nc2ccccc2C(=O)NCCN2CCOCC2)cc1,-0.4,9.5,110.8,100.3,-5.2,2.5,3.0,98.9,3.6
O=C(c1ccco1)N1CCN(Cc2cccc([N+](=O)[O-])c2)CC1,-2.3,4.7,79.9,97.7,5.9,2.7,0.0,99.7,3.9
Nc1nc(Cl)cc(Oc2ccccc2F)n1,2.8,-0.6,104.1,96.1,1.8,8.0,3.0,100.2,1.2
Cc1cc(NC(=O)COC(=O)C2CCN(S(=O)(=O)c3ccc(Cl)cc3)CC2)no1,2.4,3.8,99.9,.,5.0,3.7,4.0,101.9,1.0

# Continuation.
mol,MEX-5 binding,VLA-4 inh,Yeast superoxide,CIT2-GFP yeast,GLD-1 RNA inh,Bcl-xL primary,GRK2 inh,AGP1 TOR yeast,MCL1-BIM inh
NC(=O)C1(N2CCCCC2)CCN(C(=S)Nc2ccc(F)c(Cl)c2)CC1,-1.6,18.4,93.4,99.9,4.8,5.1,0.0,101.6,7.4
COc1ccc(NC(=O)C2C3C=CC4(O3)C2C(=O)N(CCCN2CCCCC2)C4C(=O)NC2CCCC(C)C2C)cc1 (centres undefined),2.0,3.7,114.3,85.9,6.0,-4.6,2.0,81.8,-6.7
NC(=O)CSc1nnc(-c2cccs2)n1-c1ccccc1,2.0,1.4,93.4,102.8,-7.3,-1.8,2.0,108.3,8.3
COc1cccc(/C=N/n2c(COc3ccccc3)n[nH]c2=S)c1O,-2.3,6.0,105.1,102.1,-7.2,-16.3,0.0,99.5,-24.8
O=C(c1ccco1)n1nc(-c2cccnc2)nc1NCc1ccco1,-0.2,12.8,90.0,83.8,2.1,0.8,0.0,84.7,6.2
N#Cc1c(NC(=O)CSc2nc(N)cc(=O)[nH]2)sc2c1CCCC2,2.0,15.7,100.3,100.5,1.4,2.3,3.0,103.5,4.3
CC1=NN(C(=O)c2ccc(C)cc2)C(O)(C(F)(F)OC(F)(F)F)C1 (centres undefined),0.4,4.7,93.0,92.3,2.6,-0.1,0.0,107.0,7.5
COc1cccc(/C=N/NC(=O)c2c(C)nc3ccc(Cl)cn23)c1OC,-5.4,9.5,105.0,96.8,-3.0,-1.2,1.0,95.2,4.7
C=CCN(CC=C)S(=O)(=O)c1ncn[nH]1,1.7,20.3,109.8,110.0,-1.7,6.0,3.0,103.2,8.7
COc1ccc(-c2csc3ncnc(N4CCN(C(=O)c5ccco5)CC4)c23)cc1,-0.9,-5.0,98.6,93.6,-1.1,-1.6,1.0,94.0,1.2
